Screening data as filed in PubChem.
STK33 kinase inh = inhibitors of purified STK33 kinase, primary screen, biochemical, ADP-Glo luminescence, homogeneous, cell-free; MBP phosphorylation; inhibition, % at 10 µM; 320,000 tested, 0.073% active; AID 2661, 2010;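 active means inhibition at or above 25%, using the most active replicate where run in duplicate; inactive means inhibition below 25%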
Target sequence (Q9BYT3 whole entry, looked up): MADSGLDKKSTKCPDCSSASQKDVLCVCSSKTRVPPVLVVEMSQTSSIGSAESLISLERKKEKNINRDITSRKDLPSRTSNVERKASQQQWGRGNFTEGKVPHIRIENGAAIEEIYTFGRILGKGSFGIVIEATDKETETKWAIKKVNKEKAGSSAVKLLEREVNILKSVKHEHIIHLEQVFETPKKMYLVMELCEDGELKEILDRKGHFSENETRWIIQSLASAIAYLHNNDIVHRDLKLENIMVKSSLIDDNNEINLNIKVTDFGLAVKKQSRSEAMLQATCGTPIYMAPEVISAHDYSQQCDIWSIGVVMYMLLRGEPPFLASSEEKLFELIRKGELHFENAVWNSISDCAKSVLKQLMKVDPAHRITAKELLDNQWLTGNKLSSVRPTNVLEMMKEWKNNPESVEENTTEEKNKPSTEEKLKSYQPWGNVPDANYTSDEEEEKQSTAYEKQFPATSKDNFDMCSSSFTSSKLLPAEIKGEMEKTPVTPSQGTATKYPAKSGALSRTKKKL
OX1R antag = antagonists of human orexin 1 receptor (OX1R) | Orexin/Hypocretin receptor type 1 (Homo sapiens), O43613 | OX1R-expressing cells, FRET antagonist read-out | inhibition, % at 6.6 µM | 330,000 tested, 1.8% active; in the data active means inhibition mostly above about 38%, no sharp cut-off; inactive means mostly below about 40%;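 further: 0% = agonist challenge alone and 100% = reference antagonist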
Target sequence (O43613 whole entry, looked up): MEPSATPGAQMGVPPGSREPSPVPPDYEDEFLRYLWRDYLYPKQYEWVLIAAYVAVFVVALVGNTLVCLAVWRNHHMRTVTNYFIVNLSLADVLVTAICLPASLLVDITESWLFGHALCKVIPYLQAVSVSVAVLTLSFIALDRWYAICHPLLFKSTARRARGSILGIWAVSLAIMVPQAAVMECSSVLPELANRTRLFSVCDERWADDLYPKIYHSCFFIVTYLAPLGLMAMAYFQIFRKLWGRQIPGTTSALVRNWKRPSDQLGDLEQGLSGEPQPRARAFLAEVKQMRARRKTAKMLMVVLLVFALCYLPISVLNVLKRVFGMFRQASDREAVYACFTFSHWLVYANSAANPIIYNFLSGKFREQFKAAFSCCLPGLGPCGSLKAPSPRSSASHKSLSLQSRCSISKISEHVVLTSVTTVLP
* marks the source's active call; other numbers are inactive results; · = not tested or not shown.

The opening 2 compounds (preview)
STK33 kinase inh | OX1R antag | mol
0.6 | 6 | N#CCCn1cc(/C=N/NC(N)=S)c(-c2ccccc2)n1
1.9 | 22 | COc1ccc(Cl)cc1Nc1ncnc2sc(C)c(S(=O)(=O)N3CCC(C)CC3)c12

This part in full, repeating the preview:
STK33 kinase inh | OX1R antag | mol
0.6 | 6 | N#CCCn1cc(/C=N/NC(N)=S)c(-c2ccccc2)n1
1.9 | 22 | COc1ccc(Cl)cc1Nc1ncnc2sc(C)c(S(=O)(=O)N3CCC(C)CC3)c12
2.0 | 7 | CCOC(=O)N1CCN(CC(O)COc2ccc3c(c2)CCC3)CC1 (stereo unspecified)
-0.1 | 17 | CCS(=O)(=O)N1CCC(N2CCC(C)CC2)CC1
-0.9 | 5 | COc1ccc(C(=O)NC2=NCCS2)cc1S(=O)(=O)N1CCCCC1C (stereo unspecified)
-1.5 | 11 | Cc1ccc2nc(-c3cccnc3)oc2c1
· | 5 | CN1CCN(S(=O)(=O)NC[C@H]2O[C@@H](n3cnc4c(N)ncnc43)[C@H](O)[C@@H]2O)CC1
-2.0 | 12 | CN1C(=O)c2ccc(NC(=O)c3c(C(=O)O)cccc3[N+](=O)[O-])cc2C1=O
-1.6 | 2 | Cc1occc1-c1nnc(SCC(=O)N2CCCCC2)o1
-0.9 | 44 | CCOc1ccccc1NC(=O)Nc1ccsc1C(=O)OC
-0.4 | 22 | Cc1cc(CNC(=O)C2(C(F)(F)F)C/C(=C\CCO)CCCO2)nn1C (stereo unspecified)
0.4 | 3 | Fc1cccc(NC(=S)N2CCn3cccc3C2c2cccnc2)c1 (stereo unspecified)
-0.7 | 19 | CCc1ccc(NCc2nc(-c3ccccc3)no2)cc1
0.1 | 0 | Cc1cc(NC(=O)CSCC(=O)Nc2cc(Cl)ccc2N2CCN(C)CC2)no1
1.8 | 14 | CC(C)(C)n1ncc2c(=O)n(Cc3ccccc3Br)cnc21
-0.5 | 6 | COc1ccc(CNC(=O)c2cccnc2)cc1
-1.1 | 7 | Nn1c(SCc2ccccc2F)nnc1-c1ccccn1
-1.8 | 4 | CCOC(=O)C(NC(C)=O)(OCc1ccccc1)C(F)(F)F (stereo unspecified)
0.1 | 22 | O=[N+]([O-])c1nn(-c2ccc3c(c2)OCCO3)n(O)c1=NC1CCCC1
-1.0 | 7 | Cc1nn(C2CCS(=O)(=O)C2)c(C)c1CN(C)C(=O)c1ccc(Cl)cc1 (stereo unspecified)
-0.7 | 8 | Cc1ccc(-c2nnn(CC(=O)N(c3ccc4c(c3)OCCO4)C(C(=O)NCC3CCCO3)c3ccc(F)cc3)n2)o1 (stereo unspecified)
· | 0 | Cc1ccc2nc(CCc3nc4ccc(C)cc4o3)oc2c1
0.8 | 25 | CC1CCCCC12NC(=O)N(CC(=O)NC1CCCc3ccccc31)C2=O (stereo unspecified)
-0.2 | 14 | CCC(C)NS(=O)(=O)c1ccc(NS(=O)(=O)c2ccc(F)cc2)cc1 (stereo unspecified)
-0.9 | 9 | O=C(NC(=O)N1CCSCC1)c1c(Cl)cccc1Cl
-1.5 | 11 | CC(C)(Oc1ccc(Cl)cc1)C(=O)NC1=NN(c2ccccc2)C(=O)C1
-0.9 | 20 | CCN=C1SC(C(=O)Nc2ccccc2)CC(=O)N1CC (stereo unspecified)
-1.0 | 10 | NC[C@H](O)c1ccc(O)c(O)c1
1.8 | 3 | COc1ccccc1NC(=O)CSc1nnc(C)n1CCc1ccccc1
0.3 | 0 | Cc1c(NS(=O)(=O)c2cccc([N+](=O)[O-])c2)c(=O)n(-c2ccccc2)n1C
-1.1 | 4 | CCOC(=O)C(C)CC(C)C(=O)N1CCOCCOCCN(C(=O)C(C)CC(C)C(=O)OCC)CCOCC1 (stereo unspecified)
-1.4 | 3 | COc1cccc(/C=C/C(=O)OCC(=O)Nc2ccc(Cl)c(S(=O)(=O)N(C)C)c2)c1OC
0.7 | 14 | Cc1ccccc1N=C(NOCc1ccc(Cl)cc1Cl)c1nonc1N
-0.7 | 13 | COc1ccc(-c2noc(CN(C(=O)c3cccs3)C(C)C)n2)cc1
-1.1 | 10 | COc1ccc(N2CCN(C(=O)c3ccc4c(=O)n5c(nc4c3)CCCCC5)CC2)cc1
-1.1 | 17 | Cc1cccc(CN2C(=O)c3ccccc3Sc3ccc(C(=O)NCCN4CCOCC4)cc32)c1
1.0 | 8 | Cn1c(=N)n(CC(=O)C(C)(C)C)c2ccccc21
-0.1 | 23 | CCOc1ccc(CCNC(=O)c2cccc(S(=O)(=O)N3CCCCC3)c2)cc1OCC
0.3 | 26 | CCc1nc(SCC(=O)Nc2ccccc2C(=O)OC)n[nH]1
-0.9 | 7 | Cc1ccc2nc(SCC(=O)Nc3ccc(F)cc3)nc(=O)n2c1
-2.0 | 7 | COc1ccc(Cc2noc(CN3CCCN(C4Cc5ccccc5C4)CC3)n2)cc1OC
-0.4 | 9 | COc1cccc(-c2nnc3n2N=C(c2cc(OC)ccc2OC)CS3)c1
-0.4 | 11 | CC(=O)c1sc(NC(=O)COc2ccc(C(C)C)c(C)c2)nc1C
0.1 | 8 | CCN1CCCC1Cn1cnc2c([nH]c3cccc(Cl)c32)c1=O (stereo unspecified)
-0.5 | 5 | COc1ccccc1-c1nnc(SCC(=O)N2CCOCC2)n1-c1ccccc1
-0.4 | 13 | O=C(Nc1sc2c(c1CN1CCOCC1)CCC2)c1ccc(F)cc1
-0.4 | 19 | O=C(COc1ncnc2ccccc12)Nc1ccccc1[N+](=O)[O-]
-0.2 | 32 | CC(C)c1ccc(CN2C(=O)c3ccccc3S2(=O)=O)cc1
-0.8 | 8 | O=C1C2C3CCC(C3)C2C(=O)N1c1ccc(OS(=O)(=O)c2ccccc2)cc1 (stereo unspecified)
-1.2 | 12 | CN1CCN(Cc2nc(N)nc(Nc3ccc4c(c3)OCCO4)n2)CC1
-1.1 | 6 | CC(C(=O)N1CCc2ccccc21)N1CCN(c2ccccn2)CC1 (stereo unspecified)
-0.5 | 25 | COc1cccc(-c2ccc(C#N)c(=O)[nH]2)c1
-4.8 | 13 | Cc1ccc(NS(=O)(=O)c2ccc(-n3cccn3)cc2)cc1C
-4.9 | 16 | COc1ccc(C=C2c3ccccc3C(=O)c3ccccc32)c(OC)c1
-0.8 | 16 | COc1ccc(N2CCN(c3oc(Cc4cccc5ccccc45)nc3C#N)CC2)cc1
0.7 | 7 | COCCCNC(=O)/C=C/c1c(Cl)cccc1Cl
-0.8 | -2 | Cc1ccc(C(=O)C2CCN(C(=O)c3ccc(C)cc3)CC2)cc1
-0.3 | 24 | O=c1[nH]c(CN2CCN(c3ccccc3Cl)CC2)nc2ccsc12
1.4 | 22 | CCOC(=O)c1cc(-c2ccc(OC)cc2)n(CCC(=O)NCCN2CCC(C)CC2)c1C
-0.2 | 5 | O=C(CN1C(=O)CSc2ccccc21)NCCC1=CCCCC1

Remaining list, next part
STK33 kinase inh | OX1R antag | mol
-0.4 | 8 | COc1ccc(CN2CCN(CC3CC3)CC2CCO)cc1C (stereo unspecified)
0.3 | 18 | Cc1ccccc1P(=O)(CO)c1ccccc1C
-1.5 | 9 | N#CCn1c(CN2CCCC2)nc2ccccc2c1=O
1.1 | 9 | CCC(CC)NC(=O)c1ccc(Cl)cc1
0.5 | 13 | CCOC(=O)N/N=C/c1cc(C)n(-c2ccccc2)c1C
-0.7 | 70* | Clc1nc(Nc2ccc(N3CCOCC3)cc2)c2ccccc2n1
1.7 | 4 | CCOC(=O)Cc1csc(NC(=O)C2CCCCC2C(=O)O)n1 (stereo unspecified)
-0.8 | 6 | Cc1ccc(NC(=O)COc2ncnc3c(Cl)cc(Cl)cc23)cc1[N+](=O)[O-]
-1.6 | 49* | COc1ccccc1CCC(=O)OCC(=O)c1c(N)n(CC(C)C)c(=O)n(C)c1=O
-2.0 | 7 | Cc1cc(Br)ccc1NC(=O)CNC(=O)CN(C)Cc1nc2ccccc2c(=O)[nH]1
0.6 | 9 | NNC(=O)c1ccccc1OCc1ccccc1
0.3 | 31 | Cc1nc(Nc2ccc(Cl)cc2)c2oc3ccccc3c2n1
-0.1 | 26 | O=C(Nc1ccccc1C(F)(F)F)C1CCN(C(=O)Cc2ccccc2)CC1
3.0 | 19 | O=C(CSc1n[nH]c(-c2ccccc2)n1)Nc1ccc(F)cc1F
-0.7 | 8 | Nc1c(N(CCC2=CCCCC2)C(=O)COc2ccc(F)cc2)c(=O)[nH]c(=O)n1Cc1ccccc1

A few values from the results shown:
Cc1ccc(NC(=O)COc2ncnc3c(Cl)cc(Cl)cc23)cc1[N+](=O)[O-] | STK33 kinase inh = -0.8
O=C(Nc1ccccc1C(F)(F)F)C1CCN(C(=O)Cc2ccccc2)CC1 | STK33 kinase inh = -0.1
Nc1c(N(CCC2=CCCCC2)C(=O)COc2ccc(F)cc2)c(=O)[nH]c(=O)n1Cc1ccccc1 | OX1R antag = 8
Clc1nc(Nc2ccc(N3CCOCC3)cc2)c2ccccc2n1 | OX1R antag = 70*
CCOC(=O)N/N=C/c1cc(C)n(-c2ccccc2)c1C | OX1R antag = 13
COc1ccccc1CCC(=O)OCC(=O)c1c(N)n(CC(C)C)c(=O)n(C)c1=O | STK33 kinase inh = -1.6
N#CCn1c(CN2CCCC2)nc2ccccc2c1=O | OX1R antag = 9

New compounds follow:
STK33 kinase inh | OX1R antag | mol
-0.4 | 7 | Cc1ccc(C)c2[nH]c(=O)c(C(c3nnnn3C3CCCC3)N3CCOCC3)cc12 (stereo unspecified)
-1.5 | 8 | O=CN1CCC(=O)N(Cc2ccccc2)c2ccccc21
-0.7 | 9 | C=CCNC(=S)NNC(=O)c1ccc(OCCCC)cc1
-3.8 | 7 | CCOc1ccc(NC(=O)CCS(=O)(=O)c2ccc(C)cc2)cc1
-0.8 | 3 | CN(Cc1cnccn1)Cc1cn(Cc2ccccc2)nc1-c1ccc2c(c1)OCO2
-1.3 | 4 | O=C(Nc1ccc(N2CCOCC2)cc1N1CCOCC1)c1ccc([N+](=O)[O-])cc1
-0.6 | 29 | Cc1ccc(NC2=C(Cl)C(=O)c3ccccc3C2=O)cc1
-2.3 | 10 | O=C1NCCN(Cc2cccc(Oc3ccccc3)c2)C1CC(=O)N1CCCCO1 (stereo unspecified)
-0.9 | 21 | COc1cc(C(=O)Nc2ccc(C#N)cc2)c([N+](=O)[O-])cc1OC
-1.1 | · | C[C@H](NC(=O)C(c1ccccc1)c1ccccc1)c1ccccc1
-0.9 | 83* | COC(=O)c1ccccc1NC(=O)c1cc[n+](C)cc1
0.1 | 5 | CCCN(C(=O)CSc1nnnn1C)C1CCS(=O)(=O)C1 (stereo unspecified)
-0.3 | 17 | COCCCNC(=O)CN(CCc1ccccc1)S(=O)(=O)c1ccccc1
-0.4 | 16 | O=C(Cn1cnc2c(cnn2-c2ccc(F)cc2)c1=O)NCCc1ccccc1
0.3 | 36 | Cc1ccccc1NC(=O)C(C)c1ccc(-c2ccccc2)c(F)c1 (stereo unspecified)
-0.4 | 54* | Cc1ccc(NC(=O)CN2C(=O)NC3(CCCc4ccccc43)C2=O)c([N+](=O)[O-])c1 (stereo unspecified)
0.4 | 19 | O=C(NCc1nc2ccccc2[nH]1)c1cccc(S(=O)(=O)N2CCCCC2)c1
-1.8 | 12 | CCc1c(C#N)c(=O)[nH]c(=O)n1-c1ccccc1
-1.2 | 3 | CCOC(=O)c1c(NC(=O)C2CC2)sc2c1CC(C)(C)OC2
-1.6 | 5 | COc1cccc(S(=O)(=O)N2CCN(C(=O)c3ccco3)CC2)c1
-0.2 | 8 | CCCCCCCC/C=C\CCCCCCCC(=O)NCCc1ccc(O)c(O)c1
-0.3 | 8 | CC[C@@H](Nc1ncnc2c1oc1ccccc12)C(=O)O
-1.0 | 31 | CC1=Nn2c(nc(-c3ccccc3)c2-c2ccccc2)NC(=O)C1Br (stereo unspecified)
-0.5 | 1 | COc1ccc(C(=O)N/N=C(\C)c2ccc(NC(=O)Cc3ccccc3)cc2)c(OC)c1
0.8 | 6 | COc1ccccc1N(Cc1cc(=O)[nH]c2ccccc12)C(=O)c1ccccc1
-1.1 | 2 | CCCCOc1ccccc1C1C(C(N)=O)=C(C)Nc2nnnn21 (stereo unspecified)
-12 | 19 | O=C(NCc1ccncc1)c1ccc(Cl)c(S(=O)(=O)N2CCOCC2)c1
-1.2 | 10 | O=C(NC1CCCC1)C(c1ccccn1)N(Cc1ccc(F)cc1)C(=O)c1csnn1 (stereo unspecified)
-0.3 | 26 | COc1ccccc1N1CCN(C(=O)Cn2nc(C(F)(F)F)c3c2CCC3)CC1
-1.4 | 11 | CC1CCCCC1NC(=O)/C(C#N)=C/c1ccc2c(c1)OCCO2 (stereo unspecified)

Compound profiles (already shown). Order of screens: STK33 kinase inh, OX1R antag
Listed for CCc1c(C#N)c(=O)[nH]c(=O)n1-c1ccccc1 : -1.8, 12
Listed for CCOC(=O)c1c(NC(=O)C2CC2)sc2c1CC(C)(C)OC2 : -1.2, 3
Listed for CCCCCCCC/C=C\CCCCCCCC(=O)NCCc1ccc(O)c(O)c1 : -0.2, 8
Listed for COc1ccccc1N(Cc1cc(=O)[nH]c2ccccc12)C(=O)c1ccccc1 : 0.8, 6
Listed for O=C(NCc1ccncc1)c1ccc(Cl)c(S(=O)(=O)N2CCOCC2)c1 : -12, 19

Additional results
STK33 kinase inh | OX1R antag | mol
0.8 | 0 | CCSc1nc2[nH]ncc2c(=O)[nH]1
0.1 | 7 | COc1ccc(C(=O)NCCN2CCN(C(=O)c3ccc(OC)c(OC)c3)CC2)cc1OC
· | 16 | COCCOC(=O)c1c(C)oc2ccc(OS(C)(=O)=O)cc12
-0.7 | 15 | COc1ccc2[nH]c(C)c(CCN(Cc3cccs3)C(=S)Nc3ccccc3)c2c1
1.9 | 22 | Cc1csc(NC(=O)C(CC(C)C)NS(=O)(=O)c2ccc3c(c2)oc(=O)n3C)n1 (stereo unspecified)
-1.3 | 3 | COc1ccc(CC(=O)OCC(=O)Nc2c(C)n(C)n(-c3ccccc3)c2=O)cc1OC
0.1 | 6 | Nc1c(N(Cc2ccco2)C(=O)COc2ccccc2F)c(=O)[nH]c(=O)n1Cc1ccccc1
0.5 | · | O=C(NCc1cccc(F)c1)c1cccc(OC2CCN(C(=O)C3CC3)CC2)c1
